# Screens (PubChem BioAssay)
# FLuc inh = Firefly luciferase inhibition profiling of diverse chemical library using quantitative high-throughput screening | purified P. pyralis luciferase, luminescence, biochemical | Potency, µM (highest dose often 115 µM), without a hit: at the highest dose activity change, negative = inhibition, hits mostly inhibitors | 2.5% of 76,000 active | AID 1347043, 2019; note: potency is the fitted concentration of half-maximal effect; nearly all actives have a fitted effect of over 65% in size
# Target sequence (P08659 whole entry, looked up): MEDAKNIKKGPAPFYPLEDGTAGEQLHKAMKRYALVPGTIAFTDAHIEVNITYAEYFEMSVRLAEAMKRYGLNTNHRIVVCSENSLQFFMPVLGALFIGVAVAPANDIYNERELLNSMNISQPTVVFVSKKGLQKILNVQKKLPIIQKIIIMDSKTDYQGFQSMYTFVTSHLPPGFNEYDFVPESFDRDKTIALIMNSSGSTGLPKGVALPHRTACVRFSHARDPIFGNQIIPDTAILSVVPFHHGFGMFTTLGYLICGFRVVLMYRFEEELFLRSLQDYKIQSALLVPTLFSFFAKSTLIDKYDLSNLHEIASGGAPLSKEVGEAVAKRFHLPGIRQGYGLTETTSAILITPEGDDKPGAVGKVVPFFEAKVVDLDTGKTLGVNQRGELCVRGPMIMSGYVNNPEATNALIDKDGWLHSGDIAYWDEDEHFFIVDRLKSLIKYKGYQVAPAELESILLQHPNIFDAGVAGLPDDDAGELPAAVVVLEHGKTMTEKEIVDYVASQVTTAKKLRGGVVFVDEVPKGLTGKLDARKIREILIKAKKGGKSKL
#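 Purified 10nM P. pyralis luciferase with 10uM D-luciferin and 10uM ATP in 50mM Tris acetate pH 7.5, 10mM Mg acetate, 0.01% Tween-20, 0.05% BSA. qHTS titration; luminescence read by CCD imager.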
# SNCA expr inhib = Primary qHTS assay for inhibitors of alpha-synuclein gene (SNCA) expression. AID 1671194, 2021. 0.17% of 140,000 active. Potency, µM (highest dose often 57.2 µM), for inactives: at the highest dose activity change, negative = inhibition, most hits filed as inhibitors. HEK-293 SNCA-luciferase knock-in, luminescence, 24 h;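 note: potency is the fitted concentration of half-maximal effect; plate controls were DMSO cells for no effect and cell-free wells for full effect; nearly all actives have a fitted effect of over 45% in size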
# IP6K1 inh = Primary qHTS assay for small molecule inhibitors of Inositol hexaphosphate kinase 1 (IP6K1) | Inositol hexakisphosphate kinase 1 (Homo sapiens), Q92551 | IP6K1 kinase, ADP-Glo luminescence, 2 h; hits give low values | activity change, % (series mostly up to about 58 µM) | 0.81% of 140,000 active | AID 1645851, 2021; in the data active = activity change below about -25%
#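 ADP-Glo luminescence measures ADP made by human IP6K1 during a 2 h RT reaction with ATP/IP6 (mix at 1.3 mM/130 uM); top library doses 57.5 and 19.1 uM final.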
# HEK cytotox = Cytotoxic Profiling in HEK 293 Cell Line of Diverse Libraries Using Quantitative High-Throughput Screening; HEK 293 viability, ATP luminescence (CellTiter-Glo), 48-72 h; Potency, µM (highest dose often 115 µM), inactives show top-dose activity change, negative = cytotoxicity, usual class: inhibitors; 6.6% of 94,000 active; AID 1345083, 2018; note: potency is the fitted concentration of half-maximal effect; nearly all actives have a fitted effect of over 60% in size
#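 CellTiter-Glo luminescence (cellular ATP) was read after 48 or 72 hr of compound exposure at 37 degree Celsius. Cells were HEK 293 plated at 250 cells/well.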
# GPT2 inhibitor = Primary qHTS assay for inhibitors of Glutamate pyruvate transaminase 2 (GPT2); Alanine aminotransferase 2 (Homo sapiens), Q8TD30; Recombinant GPT2, coupled pyruvate oxidase/HRP Amplex Red fluorescence; Potency, µM (titrated, usually from 57.7 µM), without a hit: at the top dose activity change, negative = inhibition, most hits filed as inhibitors; 0.25% of 100,000 active; note: potency is the fitted concentration of half-maximal effect; nearly all actives have a fitted effect of over 60% in size; many of its hits are not listed in these tables
# Target sequence (Q8TD30 whole entry, looked up): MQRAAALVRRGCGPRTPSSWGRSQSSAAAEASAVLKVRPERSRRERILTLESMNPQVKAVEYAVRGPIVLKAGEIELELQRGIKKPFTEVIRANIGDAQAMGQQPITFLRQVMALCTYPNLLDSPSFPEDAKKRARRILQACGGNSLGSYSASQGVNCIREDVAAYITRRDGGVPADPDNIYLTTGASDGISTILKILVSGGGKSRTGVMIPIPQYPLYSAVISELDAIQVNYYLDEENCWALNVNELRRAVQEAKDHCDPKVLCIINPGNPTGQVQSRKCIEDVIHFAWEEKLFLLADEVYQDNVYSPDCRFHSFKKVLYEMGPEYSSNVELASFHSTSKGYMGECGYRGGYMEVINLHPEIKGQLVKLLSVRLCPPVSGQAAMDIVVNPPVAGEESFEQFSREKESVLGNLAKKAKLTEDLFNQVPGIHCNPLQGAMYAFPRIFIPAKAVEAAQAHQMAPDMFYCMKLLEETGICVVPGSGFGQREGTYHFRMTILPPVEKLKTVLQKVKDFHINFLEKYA
#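 Fluorescence read-out: pyruvate from GPT2 turnover coupled to pyruvate oxidase, HRP and Amplex Red (0.2mM ThPP, 0.2U/mL PO and HRP, 50uM Amplex final). Substrates 250uM a-KG, 2mM L-alanine; enzyme 10ng/uL; 30 min RT.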
# NIH3T3 tox = Cytotoxic Profiling in NIH 3T3 Cell Line of Diverse Libraries Using Quantitative High-Throughput Screening. NIH 3T3 viability, CellTiter-Glo ATP luminescence, 48-72 h. 4.3% of 94,000 active. AID 1345082, 2018. Potency, µM (top dose mostly 96.7 µM), for inactives: top-dose activity change, negative = cytotoxicity, most hits filed as inhibitors; note: potency is the fitted concentration of half-maximal effect; nearly all actives have a fitted effect of over 55% in size
#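 Cells were seeded at 400 per well, treated with pin-transferred compound, and kept 48 or 72 hr at 37 °C before CellTiter-Glo addition and luminescence imaging of cellular ATP.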
# HEK293 viab = GF-AFC viability counterscreen for inhibitors of alpha-synuclein gene (SNCA) expression; Potency, µM (top dose mostly 57.1 µM), for inactives: at the highest dose activity change, negative = cytotoxicity, most hits filed as cytotoxic; 0.12% of 150,000 active; HEK-293-SNCA-luc viability, GF-AFC fluorescence, 24 h; AID 1671193, 2021;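 note: potency is the fitted concentration of half-maximal effect; 0% = DMSO-treated cells and -100% = medium-only wells without cells; nearly all actives have a fitted effect of over 30% in size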
#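 HEK-293-SNCA-luc cells (1500/well) plated 24 h, then exposed 24 h to a dilution series; GF-AFC added 30 min at 37C, fluorescence 405/540 nm; normalised to medium-only and DMSO wells, Hill fit.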
# Starred values were filed as active, the others as inactive; i = inactive; ? = inconclusive; . = not tested or not shown; [ ] = remark or other dose. Unless noted, calls come from the whole dose curve; as a rule, active = well fitted curve in the direction sought with a large enough effect; inconclusive = small, poorly fitted or top-dose-only effect, or another doubt; inactive = no such curve, though single readings can be large; an effect the other way counts as inactive or inconclusive. Unless noted, % is set by controls: 0 for no effect and ±100 for the full control effect.
Structure	FLuc inh	SNCA expr inhib	IP6K1 inh	HEK cytotox	GPT2 inhibitor	NIH3T3 tox	HEK293 viab
COCCOCc1nc(C2CCCN2C(=O)Nc2ccccc2F)no1 (configuration not stated)	0%	-4%	10	i	i	-11%	-5%
CCOc1cccc(CNC(=O)c2ccc(N3CCCC3)c(NC(=O)Nc3ccccc3CC)c2)c1	.	4%	-9	.	.	.	-1%
O=C(CCc1ncc(-c2ccccc2)o1)Nc1ccc2c(c1)C(=O)N1CCC[C@H]1C(=O)N2	6%	-20%	-2	?	i	-10%	4%
Cc1ccc(S(=O)(=O)c2c(Nc3cccc(Cl)c3)sc(C(=O)c3ccc4c(c3)OCO4)c2N)cc1	.	?	10	.	.	.	-6%
CC(=O)N1CCC(C2CCN(S(=O)(=O)c3cccnc3)C2)CC1 (configuration not stated)	5%	-2%	-9	-14%	i	i	3%[12.5 µM]
Cc1ccc(C)c(N2CCN(C(=O)c3cc(S(=O)(=O)N4CCCC4)c[nH]3)CC2)c1	.	?	51	.	.	.	-15%
O=C(NC1CCCCC1)C1CCc2nnc(-c3cccc(C(F)(F)F)c3)n21 (configuration not stated)	.	5%	8	-10%	-21%	-28%	-7%
O=C(NC1CCCC1)N1CCN(c2ccc3nnc(-c4ccccc4)n3n2)CC1	.	.	32	-14%	.	?	.
CCOc1ccc(CCNC(=O)Cn2nc(CC)n3c(cc4sc(CC)cc43)c2=O)cc1OCC	.	47%[activator]	-15	.	.	.	16%
COc1ccc(CC(=O)Nc2nnc3n2CCS3)cc1OC	.	1%	-21	.	.	.	4%
NCc1cccc(-c2cc(F)cc(F)c2)c1	.	-23%[87.6 µM]	-10	?	i	89µM*	5%[87.6 µM]
Cc1cccc(N2CCN(CC(=O)N3CC[C@@](C)(O)[C@@H](O)C3)CC2)c1	1%	-20%	0	4%	i	i	10%
COc1ccc(CC(=O)N2CC[C@@H](CC(=O)O)[C@@H](CCN3CCC(C(N)=O)CC3)C2)cc1	-9%	-5%	8	i	-3%	3%	-4%
O=C(N[C@H]1CO[C@H]2[C@@H]1OC[C@@H]2Nc1nccc(-c2ccco2)n1)c1ccco1	-15%[172 µM]	4%[87.6 µM]	14	?	-13%[88.5 µM]	-23%[138 µM]	2%[87.6 µM]
COCCCNC(=O)C1CCN(C(=O)N2CC3CC(C2)[C@H]2CCCC(=O)N2C3)CC1 (some centres not stated)	-2%	17%	16	-7%	i	i	1%
COc1ccc(OC2CN(Cc3ccc(NC(C)=O)cc3)C2)cc1	.	99%[activator]	-5	?	i	-14%	7%
CCCc1cc(=O)n2[nH]c(NC(=O)c3ccccc3Cl)nc2n1	.	-19%	6	.	.	.	9%
Cn1c(=O)c2c(SCC(=O)NCc3ccco3)nc(-c3cccc(F)c3)nc2n(C)c1=O	.	-29%	17	.	.	.	-21%
CCCCCn1c(CNC(=O)c2ccc(F)cc2)nc2ccccc21	.	-3%	8	.	.	.	?
COc1ccc(CCNC(=O)CCCn2c(=O)c3ccccc3n(CC(=O)Nc3c(C)cc(C)cc3C)c2=O)cc1OC	.	?	-14	.	.	.	-13%
CC(C)N1CC(C(=O)NCCc2ccc(Cl)cc2)NC1=O (configuration not stated)	.	27%[87.6 µM]	-9	i	-6%[88.5 µM]	0%[138 µM]	-5%[12.5 µM]
CC(C)CN1CC2(CCN(C(=O)Cc3c[nH]c(=O)n(C)c3=O)CC2)CC1=O	1%	3%	3	-4%	0%[11.5 µM]	-1%	-3%
COc1ccc(-c2cc(N3CCCC(NC(=O)c4ccccc4Cl)C3)n[nH]2)cc1 (configuration not stated)	45µM*	33%[activator]	14	?	?	?	-27%
CCCCc1nn2c(=O)cc(COC(=O)c3ccc(NC(=O)c4ccccc4C)cc3)nc2s1	.	26%	34	.	.	.	?
O=C1CCN(CC(O)COc2ccccc2)c2ccccc2CN1C1CC1 (configuration not stated)	.	.	10	40µM*	.	?	.
O=C1OC[C@@H]2CCN(Cc3ccc(F)c(F)c3)Cc3ccc(F)cc3N12	-3%[172 µM]	-22%[87.6 µM]	11	?	?	-26%[174 µM]	-15%[87.6 µM]
CCc1ccccc1NC(=O)N1CCC2(CC1)C(=O)N(CC(=O)N(C)C)CN2c1ccccc1	0%	2%	17	1%	-10%	-8%	3%
Cc1cc2nc3n(c(=O)c2n1CC(=O)NCCc1ccc(Cl)cc1)CCCCC3	2%	0%	8	?	i	?	-16%
Cc1ccc(C)c(NC(=O)c2cnc(N3CCCC3)nc2C)c1	.	9%	-9	.	.	.	13%
Cc1nccn1C1(C(=O)O)CCN(Cc2ccc(-c3ccn[nH]3)o2)CC1	-12%	-21%	12	-15%	i	-4%	1%

# The closing 2 entries of the section above lead into the next.
Structure	FLuc inh	SNCA expr inhib	IP6K1 inh	HEK cytotox	GPT2 inhibitor	NIH3T3 tox	HEK293 viab
Cc1ccc(C)c(NC(=O)c2cnc(N3CCCC3)nc2C)c1	.	9%	-9	.	.	.	13%
Cc1nccn1C1(C(=O)O)CCN(Cc2ccc(-c3ccn[nH]3)o2)CC1	-12%	-21%	12	-15%	i	-4%	1%
CC(NC(=O)c1sc2cccc(F)c2c1Cl)c1nncn1C (configuration not stated)	-3%	40%[activator]	4	i	i	5%	3%
O=C(NCC1CCN(Cc2ccccc2F)CC1)Nc1ccc(F)c(Cl)c1	.	?	8	.	.	.	-1%
O=C(NCCc1nc(Cc2ccccc2)no1)c1ccc2nccn2c1	5%	-3%	-14	-22%	0%[11.5 µM]	-28%	3%
O=[S+]([O-])(c1cccc(C(F)(F)F)c1)N1CCc2nc(-c3ccc(Cl)cc3)nc(-c3ccccc3)c2C1	?	7%	-8	i	i	i	5%
Cc1nn(-c2ccc(F)cc2)c(Oc2ccc(F)cc2F)c1CCC(=O)N1CCCC1	-4%	-7%	6	?	i	?	-5%
Cc1cc(C(=O)N2CC(F)(F)C[C@H]2c2nc(C3CC3)no2)c(C)o1	?	36%[activator]	-7	?	i	-14%	0%
Cc1nn(Cc2ccccc2)c(C)c1[C@@H]1C=C[C@@H](NC(=O)Nc2cccc(C#N)c2)C1	-8%[172 µM]	?	2	71µM*	-40%[88.5 µM]	?	-6%[87.6 µM]
O=C(Cn1cccc1-c1nc(-c2ccc3c(c2)OCO3)no1)NC1CCCCC1	-7%	4%	6	3%	-4%	-6%	-9%
Cc1cccc(OCC(=O)NCCc2nc3ccccc3[nH]2)c1C	.	34%[activator]	3	.	.	.	6%
CCN1c2cc(C(=O)NCc3ccc(C)c(C)c3)ccc2C(=O)N2CCCCCC21 (configuration not stated)	-15%	-19%	-6	?	-18%	?	-4%[12.5 µM]
COc1ccc(-n2nc3ccc(NC(=O)c4ccc(C#N)cc4F)cc3n2)cc1Cl	.	28%	-2	.	.	.	-3%
O=C1CCC2(CNC(=O)c3ccncc3)CCCC=C2N1 (configuration not stated)	0%	-19%	-12	-11%	i	-2%	11%
O=C(Cc1ccccc1Cl)N1CCC(c2n[nH]c(=O)n2-c2ccccc2)CC1	4%	3%	26	-21%	i	-17%	9%
COc1cccc(CN2CCc3c(cc(C(=O)NCc4ccccn4)n3C)C2)c1	-1%	-7%	-14	?	3%	?	-4%
CS(=O)(=O)N1C[C@@H](Oc2ccccc2)C[C@H]1C(=O)N1CCCC1	2%	?	0	i	1%	-5%	1%
COc1ccc(CC(=O)N2CCCN(c3cc(-c4ccc(Br)cc4)[nH]n3)CC2)cc1OC	2%	?	-9	?	?	?	-20%
COc1ccc(Br)c(C(=O)Nc2cc3c(cc2N2CCCC2)n(C)c(=O)c(=O)n3C)c1	.	-4%	-11	.	.	.	?
CN(Cc1ccccc1)C(=O)C[C@@H]1CCNC[C@@H]1Cc1cc(COc2ccccc2)on1	-4%[172 µM]	6%[87.6 µM]	0	50µM*	1%[88.5 µM]	28µM*	-2%[87.6 µM]
CNC(=O)c1ccc2nnc(-c3ccc(Cl)cc3)n2c1	.	41%[activator][87.6 µM]	10	i	i	-18%[138 µM]	-8%[87.6 µM]
Cc1ccc(-n2cnc3cc(C(=O)NCCC4=CCCCC4)ccc32)c(C)c1	.	-6%	-1	.	.	.	-13%
O=C(CN1C(=O)COc2ccc(S(=O)(=O)N3CCOCC3)cc21)N1CCN(c2ccc(Cl)cc2)CC1	.	-30%	4	.	.	.	3%
O=C1c2c(nc(CNc3ccccc3Cl)n2Cc2ccccc2)NCCN1CC1CC1	-10%[172 µM]	?	-10	100µM*	-8%[88.5 µM]	89µM*	-23%[87.6 µM]
O=C(Cn1c(=O)c2cccn2c2ccc(F)cc21)N1CCN(c2ccc(F)cc2)CC1	.	-4%	-14	.	.	.	-5%
CC(=O)N1CCC(N2C(=O)c3c(c(C)nn3-c3ccccc3)C2C)C1 (configuration not stated)	.	.	-3	-17%[172 µM]	.	?	.
CCOc1cccc(CNC(=O)[C@@]23CCCC[C@H]2N(C)C(=O)CC3)c1	-4%	4%	-1	-16%	4%	-5%	-1%
O=c1c2c3c(sc2nnn1CCCCOc1ccc(Cl)cc1)CCCC3	.	7%	4	.	.	.	20%
Cc1ccoc1C(=O)N1C[C@@H](CO)[C@H](c2ccccn2)C1	-10%	21%	-40*	i	-13%	-2%	-8%
CC(C)c1ccc(NC(=O)CSc2nc(=O)n(Cc3cccnc3)c3c2CCC3)cc1	.	?	25	.	.	.	-9%
CCCN(C)C(=O)Cc1ccc(N(Cc2ccccc2)C(=O)c2ccco2)cc1	0%	8%	2	?	i	?	1%
CCC(Sc1nc2ccccc2c2nc(CCc3c(C)n[nH]c3C)nn12)C(=O)Nc1ccc(OC)cc1 (configuration not stated)	.	17%	15	.	.	.	?
O=C(Cc1cccnc1)N1CCc2onc(-c3ccc(F)c(F)c3)c2C1	-4%	-1%	8	-5%	?	-21%	-4%
Cc1cccc(C(=O)N2CCC3(CC2)CC(N2CCN(c4ccccc4)CC2)CCO3)c1 (configuration not stated)	.	7%	19	?	i	-29%	-14%
CCN(CC)Cc1cnc2c(C(=O)NCCc3cccs3)cnn2c1	11%	-22%	4	-2%	i	-2%	-9%
Cc1cccc(N2Cc3c(NCCO)ncnc3N(C)CC2=O)c1	.	-3%[87.6 µM]	11	3%[172 µM]	?	-15%[138 µM]	5%[87.6 µM]
